ADAM17 inh – ADAM17 inhibitors, primary screen, biochemical, QFRET; Disintegrin and metalloproteinase domain-containing protein 17 (Homo sapiens), P78536; recombinant ADAM17, EDANS/DABCYL FRET peptide cleavage; inhibition, % at 6.95 µM; 370,000 compounds, 0.83% hits; AID 720648, 2013;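 active = inhibition above the mean of compounds lying between control limits plus 3 SD, set per campaign, cut at about 8.5% in these data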;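 also: 0% = DMSO-only wells as the low control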
DAX1 inh-1 – DAX1 (NR0B1) inhibitors on StAR promoter, primary screen, cell-based, luminescence, SF-1 (NR5A1), full-length DAX-1; inhibition, % at 6.8 µM; AID 652010, 2013; HEK293T StAR-luciferase reporter, SF-1/DAX-1 repression relief; 370,000 compounds, 1.1% hits;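 active = inhibition above the mean over all tested compounds plus 3 SD, cut at about 3.6% in these data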;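 also: 0% = DAX-1 cells with DMSO and 100% = cells lacking DAX-1 with DMSO; higher inhibition means more luminescence from relief of DAX-1 repression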
PLC-gamma1 inh – PLC-gamma1 enzyme inhibitors, primary screen, biochemical, fluorescence, purified enzyme. AID 720700, 2013. fluorogenic substrate. 370,000 compounds, 0.84% hits. 1-phosphatidylinositol 4,5-bisphosphate phosphodiesterase gamma-1 (Homo sapiens), P19174. inhibition, % at 12.2 µM; in the data active = inhibition above about 9.5%
MBD2 DNA inh – inhibitors of MBD2 binding to methylated DNA, primary screen, biochemical, TR-FRET, DNA-binding domain, human | inhibition, % at 4.4 µM | MBD2 binding to methylated oligonucleotide | Methyl-CpG-binding domain protein 2 (Homo sapiens), Q9UBB5 | 370,000 compounds, 0.31% hits; in the data active = inhibition above about 13%
hgDAF-12 ag – H. glycines DAF-12 receptor agonists, primary screen, cell-based, luminescence, HEK293, GAL4 fusion, UAS-luciferase | Nuclear hormone receptor DAF-12 (Heterodera glycines), GAL4 fusion | HEK293 GAL4-hgDAF12 UAS-luciferase reporter, agonist luminescence; normalized to butyrate control | activation, % at 6.8 µM | 370,000 compounds, 1.8% hits;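 active = activation above a cutoff set at the mean of all screened compounds plus 3 SD, cut at about 10% in these data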;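 also: 0% = DMSO wells and 100% = sodium butyrate wells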
PLCb3 inh – human PLC-beta3 inhibitors, primary screen, biochemical, fluorescence. 370,000 compounds, 0.18% hits. inhibition, % at 12.2 µM. Purified PLC-beta3, fluorogenic substrate; in the data active = inhibition above about 11%;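 also: 0% = median of compound wells on plate and 100% = full blocker control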
DAX1 inh-2 – DAX1 (NR0B1) inhibitors, primary screen, cell-based, HEK293, Gal4-DAX1, luciferase luminescence; 340,000 compounds, 0.99% hits; HEK293 Gal4-DAX1 luciferase reporter; AID 504766, 2011; inhibition, % at 6.75 µM;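 active = inhibition above the mean over all tested compounds plus 3 SD, cut at about 4.2% in these data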;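 also: 0% = DAX1-transfected cells with DMSO and 100% = empty-vector control cells with DMSO; inhibition shows as a rise in luminescence from relieved DAX1 repression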
Target sequence (P51843 207-470 limits assumed): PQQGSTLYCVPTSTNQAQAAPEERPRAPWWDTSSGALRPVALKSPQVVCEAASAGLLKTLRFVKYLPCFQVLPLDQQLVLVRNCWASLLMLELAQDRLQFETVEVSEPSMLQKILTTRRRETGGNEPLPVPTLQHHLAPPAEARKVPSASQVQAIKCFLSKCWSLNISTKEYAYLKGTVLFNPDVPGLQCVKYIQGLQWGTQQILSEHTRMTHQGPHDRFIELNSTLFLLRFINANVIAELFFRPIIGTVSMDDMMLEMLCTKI
NR1D1 modulator – modulators of Rev-erb alpha DNA binding, primary screen, biochemical, FITC-DNA, fluorescence polarization, uHTS; Nuclear receptor subfamily 1 group D member 1 (Homo sapiens), P20393; Rev-erbα–FITC-DNA binding, 90 min; activity, % at 10 µM; 370,000 compounds, 0.79% hits;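 active = activity above about 14%, limit read from the data; passing the limit was not always enough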;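 also: 0% = DMSO wells with 35 nM protein and 100% = DMSO wells with 750 nM protein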
Target sequence (P20393 whole entry, looked up): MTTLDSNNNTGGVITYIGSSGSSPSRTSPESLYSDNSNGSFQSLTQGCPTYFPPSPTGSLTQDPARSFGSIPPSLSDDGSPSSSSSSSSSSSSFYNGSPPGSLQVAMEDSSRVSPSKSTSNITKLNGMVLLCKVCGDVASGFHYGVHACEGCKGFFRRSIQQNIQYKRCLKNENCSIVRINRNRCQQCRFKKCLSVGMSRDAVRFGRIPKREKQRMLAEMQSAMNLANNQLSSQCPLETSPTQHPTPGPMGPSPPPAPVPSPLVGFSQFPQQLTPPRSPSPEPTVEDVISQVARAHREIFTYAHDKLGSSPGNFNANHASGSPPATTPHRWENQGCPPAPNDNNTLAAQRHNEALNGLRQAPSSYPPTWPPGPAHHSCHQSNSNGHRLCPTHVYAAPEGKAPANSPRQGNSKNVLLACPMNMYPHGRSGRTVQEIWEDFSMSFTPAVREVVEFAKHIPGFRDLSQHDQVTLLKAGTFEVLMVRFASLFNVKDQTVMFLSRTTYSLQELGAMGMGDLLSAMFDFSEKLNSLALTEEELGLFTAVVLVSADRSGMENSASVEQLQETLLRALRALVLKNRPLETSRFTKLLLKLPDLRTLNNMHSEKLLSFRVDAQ
SMARCA2 act – SMARCA2 (BRM) function activators, primary screen, cell-based, luminescence, high throughput. MG213 cells, MMTV-luciferase reporter, dexamethasone, overnight. activation, % at 9.1 µM. 370,000 compounds, 1% hits. AID 652017, 2013; in the data active = activation above about 7.8%;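 also: 0% = vehicle wells and 100% = reference activator wells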
ssDAF12 agonist – S. stercoralis DAF-12 nuclear receptor activators, primary screen, cell-based, luminescence, HEK293, GRIP1 co-expression, lit1-tk-luc; Nuclear hormone receptor DAF-12 (Strongyloides stercoralis); HEK293 ssDAF-12/GRIP1 lit1-tk-luc reporter; % of 3 µM dafachronic acid response; activation, % at 6.8 µM; 370,000 compounds, 1% hits;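 active = activation above the mean over all tested compounds plus 3 SD, cut at about 0.9% in these data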;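 also: 0% = DMSO-only wells and 100% = 3 µM delta7-dafachronic acid wells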
hcDAF12 agonist – H. contortus DAF-12 nuclear receptor activators, primary screen, cell-based, luminescence, HEK293, lit1-tk-luc reporter. activation, % at 6.8 µM. HEK293 hcDAF-12 lit1-tk-luc reporter; 0% DMSO, 100% Δ7-dafachronic acid. 370,000 compounds, 1.4% hits. AID 652067, 2013;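 active = activation above the mean of all tested compounds plus 3 SD, cut at about 5.5% in these data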;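 also: 100% = response to 3 µM Δ7-dafachronic acid high control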
Active calls of the source: *; / = not tested or not shown.

SMILES	DAX1 inh-1	ssDAF12 agonist	DAX1 inh-2	ADAM17 inh	NR1D1 modulator	PLC-gamma1 inh	hgDAF-12 ag	MBD2 DNA inh	PLCb3 inh	SMARCA2 act	hcDAF12 agonist
COc1cc(CN2CCN(CC#Cc3ccccc3)CC2CCO)cc(OC)c1 (stereo not drawn)	-0.2	0.9	0.8	-3	-3	0	0.7	0	-10	-3	3.0
O=C(COC(=O)CSc1ccccc1)NNC(=O)c1ccc([N+](=O)[O-])cc1	0.3	-0.9	-0.1	0	-8	0	1.0	-4	-4	-2	-0.8
COc1ccc(C(=O)NC2CC2)cc1OC1CCN(C/C=C/c2ccccc2)CC1	-0.9	-1.5	0.0	-1	3	3	-1.1	-5	-7	3	-0.8
COc1ccc(C(O)c2ncc(-c3cccc4ccccc34)[nH]2)cc1F (stereo not drawn)	-0.4	-1.1	/	-21	2	-24	-1.6	5	-32	-2	-1.0
CC(NS(=O)(=O)c1ccc(CCC(=O)NCC2CCCO2)cc1)c1ccccc1 (stereo not drawn)	0.4	-0.5	0.1	4	-2	2	-0.8	-1	5	0	-1.0
CCOC(=O)c1c(CN2CCCCC2)n(C)c2cc(Br)c(OC)cc12	-0.3	-1.1	-0.5	-3	1	2	0.1	3	0	3	-1.5
Nc1nc(SCC(=O)NC2CCCCCC2)[nH]c(=O)c1-c1ccccc1	0.4	-1.5	-1.0	4	2	9	-2.0	2	4	-1	-0.2
CC(C)OC(=O)N(C)C[C@H]1OCc2cnnn2CCCC(=O)N([C@H](C)CO)C[C@H]1C	-0.2	-0.9	0.8	-2	1	7	-0.4	6	-2	0	-0.2
NC(=O)C(c1ccc(Cl)cc1)c1ncc(C(F)(F)F)cc1Cl (stereo not drawn)	-0.6	-0.7	-0.5	0	2	-3	-0.1	2	0	2	-1.9
CCCCNC(=S)Nc1cc([N+](=O)[O-])ccc1C	-0.3	-1.4	-0.4	-3	2	-1	-1.9	3	-3	-2	2.8
COc1ccc(NC(=O)C2CCN(c3nc(C)cc(C)n3)CC2)cc1	-0.1	-0.6	-1.6	-4	1	-3	-2.5	-5	-3	5	-1.5
CC(C)(C)OC(=O)N[C@H](C(=O)OC(C)(C)C)c1ccc(C(F)(F)F)cc1	-0.2	-1.3	2.2	-5	-1	-1	-2.4	5	1	1	-0.7
COc1cc(/C=C2/NC(=O)NC2=O)cc(Br)c1OCc1ccc(C(=O)O)cc1	-0.3	-1.3	0.3	-1	-1	-5	0.6	-5	-9	1	-1.1
CCOc1ccccc1NC(=O)CN1C(=O)COc2ccc(S(=O)(=O)N3CCOCC3)cc21	-0.1	0.9	1.6	-2	-5	1	0.8	-4	-3	-1	-1.4
NS(=O)(=O)c1ccc(NC(=O)c2cccc(N3C(=O)c4ccccc4C3=O)c2)cc1	-0.1	-0.7	1.2	-3	-8	-10	0.4	-1	-16	0	-1.4
COC(=O)CCCCC1SCC2NC(=O)NC21O (stereo not drawn)	-0.3	-1.7	-0.1	-2	/	-8	0.1	0	-5	-1	0.4
CC(C)Nc1nc(Oc2ccc(Cl)cc2Cl)cc(C(F)(F)F)n1	-1.0	-1.0	0.0	-1	2	-1	-0.8	-5	0	3	1.3
CCOc1ccccc1N(CC(=O)NC1CCCCC1)C(=O)CNC(=O)c1ccco1	0.2	-1.3	-0.5	-3	1	2	-2.2	1	4	1	-0.7
COC(=O)c1cc2sc(Cl)cc2n1CC(=O)NCC1CCCO1 (stereo not drawn)	-0.5	-0.7	-1.0	-3	3	0	-3.2	2	-1	-2	-1.3
CCN(C(=O)c1cccs1)C1CCS(=O)(=O)C1 (stereo not drawn)	0.3	-1.0	1.1	-2	-5	4	-0.8	0	-6	-3	0.4
COc1ccc(NCc2nnc(SCc3ccccc3)n2-c2ccc(OC)cc2)cc1	0.2	-1.3	-2.0	1	-2	5	1.5	1	1	0	-2.0
NC(Cc1ccccc1)C(=O)N1CCCCC1 (stereo not drawn)	-0.1	-1.3	2.5	-4	-4	0	-0.4	2	-2	1	-0.8
Cc1nn(C(C)C(=O)NCCCc2ccccc2)c(=O)c2nn(-c3ccccc3)c(C)c12 (stereo not drawn)	-0.4	-0.8	-0.6	0	4	-2	-2.5	5	-9	-3	-1.2
Cc1ccccc1C(=O)Nc1ccccc1C(=O)NCC(C)C	-0.7	-1.7	0.1	-7	7	-3	-0.5	2	-6	-6	-0.9
O=C(NCCNC1CCC(c2ccccc2)CC1)c1ccc(F)cc1 (stereo not drawn)	-0.2	-0.8	-1.1	-3	0	2	2.5	2	4	1	-1.3
COc1ccccc1C(=O)Nc1ccnn1C1CCN(CCCC2CCCC2)CC1	-0.3	-0.8	1.3	-1	9	0	-0.9	0	-8	-3	0.7
COc1cc(NC(=S)N2CCC(C(O)(c3ccccc3)c3ccccc3)CC2)cc(OC)c1	-0.2	-1.5	-0.7	2	0	-5	-4.0	-2	-8	-4	2.2
O=C(Nc1nc2ccc(S(=O)(=O)N3CCCC3)cc2s1)C1CCCCC1	-2.2	-1.3	-1.3	-1	1	-4	1.5	6	-2	-3	-2.1
COc1ccc2nc3ccccc3nc2c1N	-0.3	-0.5	-1.3	-6	-7	-4	3.7	-28	-11	4	4.0
Cc1ccn(CC(=O)N2CCCC(N3CCN(c4ccc(F)cc4)CC3)C2)n1 (stereo not drawn)	0.0	-1.3	-0.3	-2	1	-1	0.1	-5	-4	2	1.4
CCCn1c(=S)[nH]c2ccccc2c1=O	0.9	-1.9	2.2	0	-1	-3	-1.8	-1	1	0	-0.8
CCOC(=O)N1CCN(C(=O)CN(C)S(=O)(=O)c2ccc(Cl)cc2)CC1	0.6	-1.4	-0.7	-2	-2	2	-0.8	8	-8	-3	-2.7
CC(C)Cn1c(S(=O)(=O)O)nc2ccccc21	0.1	-1.6	1.8	-1	-2	-2	-1.4	-2	-6	-1	0.8
O=C(/C=C/c1ccco1)NC(=S)N1CCCCC1	0.4	-1.1	0.3	-1	2	-3	1.8	-1	-9	0	-1.1
O=C(Nc1cccc(Cl)c1)c1ccc(F)c(S(=O)(=O)NCc2ccc3c(c2)OCO3)c1	-0.8	-1.4	-1.4	8.7*	-3	2	-4.8	4	-7	-4	-2.0
CNC(=O)c1ccc(-c2ccc(Cl)c(Cl)c2)s1	0.3	-1.0	-0.3	-12	-2	4	4.3	-3	2	4	-0.1
CNS(=O)(=O)c1cccc(C(=O)OCC(=O)N2CCCC2)c1	0.5	-0.7	0.1	1	6	1	0.1	-2	-1	-2	-0.7
Cc1onc(-c2c(F)cccc2Cl)c1C(=O)Nc1nnc(-c2ccccc2)s1	0.5	-1.6	-0.6	0	-1	-6	-0.5	-6	-6	-3	-1.8
CCc1nc2cc(C)nn2c2nc3ccccc3n12	-0.4	-1.2	-0.3	-20	3	1	4.9	-1	1	-2	-1.0
Cc1ccc(NC(=O)C2C3CCCC2C3c2ccccc2)cc1 (stereo not drawn)	-0.1	-1.2	-0.6	2	-1	6	-0.1	-3	-21	-1	2.4
CN(C)C(=O)C(NC(=O)c1ccccc1)=C(Cl)Cl	0.7	-1.6	1.7	0	-4	0	-6.6	2	3	-2	-0.3

Of the compounds above, these contain a Cl atom.
SMILES	DAX1 inh-1	ssDAF12 agonist	DAX1 inh-2	ADAM17 inh	NR1D1 modulator	PLC-gamma1 inh	hgDAF-12 ag	MBD2 DNA inh	PLCb3 inh	SMARCA2 act	hcDAF12 agonist
NC(=O)C(c1ccc(Cl)cc1)c1ncc(C(F)(F)F)cc1Cl (stereo not drawn)	-0.6	-0.7	-0.5	0	2	-3	-0.1	2	0	2	-1.9
CC(C)Nc1nc(Oc2ccc(Cl)cc2Cl)cc(C(F)(F)F)n1	-1.0	-1.0	0.0	-1	2	-1	-0.8	-5	0	3	1.3
COC(=O)c1cc2sc(Cl)cc2n1CC(=O)NCC1CCCO1 (stereo not drawn)	-0.5	-0.7	-1.0	-3	3	0	-3.2	2	-1	-2	-1.3
CCOC(=O)N1CCN(C(=O)CN(C)S(=O)(=O)c2ccc(Cl)cc2)CC1	0.6	-1.4	-0.7	-2	-2	2	-0.8	8	-8	-3	-2.7
O=C(Nc1cccc(Cl)c1)c1ccc(F)c(S(=O)(=O)NCc2ccc3c(c2)OCO3)c1	-0.8	-1.4	-1.4	8.7*	-3	2	-4.8	4	-7	-4	-2.0
CNC(=O)c1ccc(-c2ccc(Cl)c(Cl)c2)s1	0.3	-1.0	-0.3	-12	-2	4	4.3	-3	2	4	-0.1
Cc1onc(-c2c(F)cccc2Cl)c1C(=O)Nc1nnc(-c2ccccc2)s1	0.5	-1.6	-0.6	0	-1	-6	-0.5	-6	-6	-3	-1.8
CN(C)C(=O)C(NC(=O)c1ccccc1)=C(Cl)Cl	0.7	-1.6	1.7	0	-4	0	-6.6	2	3	-2	-0.3

Random draw from the library (roughly 7.4% active in at least one column).
